TRPN1 ag: zebrafish TRPN1 channel agonists, primary screen, cell-based, HEK293, calcium fluorescence; 0.18% of 220,000 active; HEK293 zebrafish TRPN1-YFP, Fluo-8 calcium fluorescence; 100% = response to 87 µM carbachol; activation, % at 3 µM;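 active = activation above its plate's cutoff, the mean activation of test wells on that plate plus 3 SD, cut at about 19% in these data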;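 also: 0% = DMSO alone and 100% = 87 µM carbachol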
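Control set: carbachol 87 µM as high control, DMSO as low control; system: HEK293 stable line with zebrafish TRPN1-YFP; read-out: % activation versus carbachol response; detection: intracellular calcium fluorescence with Fluo-8; doses: single test compound dose, 3 µM nominal, 0.3% DMSO; schedule: dye 1 h 37 °C plus 30 min RT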
TRPML3 agonist: human TRPML3 channel agonists, primary screen, cell-based, HEK293 TRPML3-YFP, Fluo-8 calcium fluorescence, 3 µM | Mucolipin-3 (Homo sapiens), Q8TDD5 | 100% = the carbachol control signal | activation, % at 3 µM | 0.29% of 220,000 active | AID 1448, 2008;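 active = activation above its plate's cutoff, the mean activation of the plate's test wells plus 3 SD, cut at about 12% in these data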;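 also: 0% = DMSO only wells and 100% = carbachol wells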
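Test system: HEK293 cells stably carrying human TRPML3-YFP; Doses: single dose, 3 µM final nominal compound, 0.3% DMSO final; Schedule: dye loading 1 h 37 °C then 30 min ambient, 125 s read; Technique: Fluo-8 calcium fluorescence; Benchmarks: high control carbachol 87 µM, low control DMSO.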
NPY-Y1 antag: NPY-Y1 receptor antagonists, primary screen, cell-based. HEK293-CNG Y1 cells, membrane potential fluorescence; NPY at EC95, then isoproterenol. Neuropeptide Y receptor type 1 (Homo sapiens), P25929. AID 1040, 2008. 1% of 200,000 active. inhibition, % at 3.6 µM;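 active = inhibition above the campaign mean inhibition of all tested compounds plus 3 SD, cut at about 20% in these data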;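 also: 0% = DMSO wells given NPY plus isoproterenol and 100% = isoproterenol alone without NPY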
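Material: Y1- and CNG-channel-expressing HEK293 cells / Probe or stimulus: NPY 25 nM then isoproterenol 1 µM plus Ro 20-1724 25 µM / Doses: 3.6 µM single dose, DMSO 0.4% / Schedule: compound incubation 1 h at room temperature, readout 45 min post-stimulation / Signal: membrane potential fluorescence / Benchmarks: isoproterenol-only wells as full block versus NPY-plus-isoproterenol wells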
S1P4 antag: S1P4 receptor antagonists, primary screen, cell-based; Sphingosine 1-phosphate receptor 4 (Homo sapiens), O95977; S1P4-expressing cells, antagonist mode, reporter read-out; inhibition, % at 4.98 µM; 0.26% of 220,000 active; in the data active = inhibition above about 29%;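 also: 0% = wells stimulated with agonist and 100% = vehicle wells without agonist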
Target sequence (O95977 whole entry, looked up): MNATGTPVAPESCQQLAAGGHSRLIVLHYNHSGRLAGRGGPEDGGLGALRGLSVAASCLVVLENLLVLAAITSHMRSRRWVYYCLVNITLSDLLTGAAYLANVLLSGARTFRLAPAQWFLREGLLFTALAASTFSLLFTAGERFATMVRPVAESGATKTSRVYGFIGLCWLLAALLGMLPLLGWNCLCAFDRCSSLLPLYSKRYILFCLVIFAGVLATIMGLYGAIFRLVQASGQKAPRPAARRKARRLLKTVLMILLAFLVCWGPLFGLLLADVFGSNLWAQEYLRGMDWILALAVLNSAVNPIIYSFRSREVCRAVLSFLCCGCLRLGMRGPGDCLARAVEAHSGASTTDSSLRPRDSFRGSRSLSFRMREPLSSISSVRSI
NPY-Y2 PAM-ag: NPY-Y2 potentiators or agonists, primary screen, cell-based; Neuropeptide Y receptor type 2 (Homo sapiens), P49146; cells expressing NPY-Y2, potentiator/agonist read-out; activation, % at 3.6 µM; 0.45% of 220,000 active; AID 1359, 2008; in the data active = activation above about 27%;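 also: cells stimulated with NPY near EC25 plus isoproterenol at EC100; 0% = vehicle plus submaximal agonist and 100% = vehicle plus saturating agonist; some results beyond the cut were filed as inactive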
NPY-Y1 PAM-ag: NPY-Y1 receptor potentiators or agonists, primary screen, cell-based; Neuropeptide Y receptor type 1 (Homo sapiens), P25929; 0.37% of 220,000 active; activation, % at 3.6 µM; AID 1304, 2008; NPY-Y1 expressing cells, potentiator/agonist activation; in the data active = activation above about 33%, passing the limit was not always enough;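 also: cells stimulated with NPY at EC10 then isoproterenol at EC100; 0% = low agonist plus stimulus and 100% = saturating agonist plus stimulus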
CHOP inhibitor: inhibitors of CHOP promoter induction, primary screen, cell-based, unfolded protein response, luciferase reporter; 3.8% of 220,000 active; CHO-K1 CHOP-promoter luciferase, tunicamycin-induced, 15-18 h; inhibition, % at 10 µM;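 active = compounds that reduced the stress-induced luciferase reporter signal by more than about 70% of percent inhibition, limit read from the data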;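 also: 0% = tunicamycin plus vehicle and 100% = wells without tunicamycin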
S1P4 agonist: S1P4 receptor agonists, primary screen, cell-based; activation, % at 4.98 µM; 0.35% of 220,000 active; AID 1509, 2009; Sphingosine 1-phosphate receptor 4 (Homo sapiens), O95977; S1P4-expressing cell line, agonist reporter assay; in the data active = activation above about 11%;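 also: 0% = DMSO vehicle and 100% = reference agonist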
EP2 mod: EP2 receptor modulators, cAMP readout, primary screen, cell-based, HTRF cAMP, PGE2 stimulation. Prostaglandin E2 receptor EP2 subtype (Homo sapiens), P43116. 0.83% of 260,000 active. EP2-expressing cells, cAMP HTRF FRET, PGE2 co-stimulation. AID 940, 2007. induction, % at 25 µM;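 active = compounds whose cAMP rise, as percent of the full-agonist control response, exceeds 60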;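 also: rat C6 glioma line stably carrying human EP2 under a CMV promoter; the protocol text gives 20 µM as final concentration; 100% = response of wells given 1 µM PGE2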
Target sequence (P43116 whole entry, looked up): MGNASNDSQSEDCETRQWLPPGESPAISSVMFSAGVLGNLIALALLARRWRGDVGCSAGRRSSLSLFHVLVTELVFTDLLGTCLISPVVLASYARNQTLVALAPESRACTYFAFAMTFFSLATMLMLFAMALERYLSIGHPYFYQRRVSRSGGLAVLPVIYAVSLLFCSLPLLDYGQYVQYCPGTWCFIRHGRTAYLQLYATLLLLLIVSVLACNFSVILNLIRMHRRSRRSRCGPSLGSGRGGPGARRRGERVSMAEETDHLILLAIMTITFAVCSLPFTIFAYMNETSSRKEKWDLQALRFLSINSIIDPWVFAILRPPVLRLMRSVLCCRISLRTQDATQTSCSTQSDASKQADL
* = called active by the depositor; . = not tested or not shown; & = joins results of further samples.

1	CC1(C)CC2CC(C)(CN2C(=O)Cc2ccccc2)C1 (stereo not drawn)
2	CCOc1ccc(NC(=O)NCC2CCN(c3ccc(OC)cc3)C2)cc1 (stereo not drawn)
3	Cc1cc(-c2c(C)[nH]n(-c3ccc(Cl)cc3)c2=O)n(-c2ccc(Cl)cc2)n1
4	CCN(CC)c1ccc(/C=N/NC(=O)CNC(=O)c2ccccn2)cc1
5	CCS(=O)(=O)N1CCC(C(=O)NCc2ccc(F)cc2)CC1
6	Clc1cccc(OCCCN2CCCC2)c1Cl
7	CC1=C(C(=O)Nc2cccnc2)C(c2cccnc2)n2ncnc2N1 (stereo not drawn)
8	Cn1c(SCC(=O)N/N=C/C=C\c2ccccc2[N+](=O)[O-])nc2ccccc21

Compound	1	2	3	4	5	6	7	8
TRPN1 ag	1.1	0.3	0.8	0.1	0.6	1.3	-0.4	0.5
TRPML3 agonist	-0.6	0.6	0.1	-0.4	0.9	1.2	0.9	-0.4
NPY-Y1 antag	5	8	2	3	-7	9	3	-4
S1P4 antag	1	-1	-6	-1	-2	4	3	-2
NPY-Y2 PAM-ag	1	1	11	-6	5	7	17	-10
NPY-Y1 PAM-ag	9	-32	9	-6	17	-10	10	-24
CHOP inhibitor	17	76*	-12	-6	18	2	5	43
S1P4 agonist	3.3	1.8	1.7	0.0	0.6	1.2	1.5	0.5
EP2 mod	-18&11	5	23	-34	-4	10	5	-33

In the list so far, 3 have a halogen:
3	Cc1cc(-c2c(C)[nH]n(-c3ccc(Cl)cc3)c2=O)n(-c2ccc(Cl)cc2)n1
5	CCS(=O)(=O)N1CCC(C(=O)NCc2ccc(F)cc2)CC1
6	Clc1cccc(OCCCN2CCCC2)c1Cl

Compound	3	5	6
TRPN1 ag	0.8	0.6	1.3
TRPML3 agonist	0.1	0.9	1.2
NPY-Y1 antag	2	-7	9
S1P4 antag	-6	-2	4
NPY-Y2 PAM-ag	11	5	7
NPY-Y1 PAM-ag	9	17	-10
CHOP inhibitor	-12	18	2
S1P4 agonist	1.7	0.6	1.2
EP2 mod	23	-4	10

Carrying on.
9	NS(=O)(=O)c1ccc(CCN=C(NS(=O)(=O)c2cccs2)c2ccccc2)cc1
10	CCCCOC(=O)CCc1c(C)[nH]c(=O)c(C#N)c1C
11	C=CCn1c(CNC(=O)c2ccccc2F)nnc1SCC(=O)NC(C)c1ccccc1 (stereo not drawn)
12	Cc1ccc(SCc2cc(=O)c3c(=O)n(-c4ccccc4)[nH]c3[nH]2)cc1
13	CNC(=S)N1C2CCC1CC(NC(=O)NC13CC4CC(CC(C4)C1)C3)C2 (stereo not drawn)
14	Cc1ccc(N=C2NC(=O)C(CC(=O)NCc3ccccc3)S2)cc1C (stereo not drawn)
15	CCNC(=S)NNc1nc(N2CCCCC2)nc(N2CCOCC2)n1
16	CC1(C)CC(NC(=S)Nc2ccc([N+](=O)[O-])cc2)CC(C)(C)N1

Compound	9	10	11	12	13	14	15	16
TRPN1 ag	-0.1	0.1	-0.9	1.2	0.2	-0.2	0.3	-0.3
TRPML3 agonist	0.7	0.5	0.5	0.1	2.6	0.4	0.6	0.1
NPY-Y1 antag	1	2	-4	7	2	1	-5	-7
S1P4 antag	7	20	3	8	-4	-2	-8	7
NPY-Y2 PAM-ag	-8	-7	2	-3	16	-24	6	3
NPY-Y1 PAM-ag	12	-10	1	3	-10	5	10	12
CHOP inhibitor	10	14	38	1	24	38	-9	-3
S1P4 agonist	0.8	0.3	-0.1	0.0	0.0	-0.5	0.8	0.9
EP2 mod	-5	27	16	-24	3	-13	-1	-46

Five entries already listed, arranged by formula weight, lowest first.
16	CC1(C)CC(NC(=S)Nc2ccc([N+](=O)[O-])cc2)CC(C)(C)N1
12	Cc1ccc(SCc2cc(=O)c3c(=O)n(-c4ccccc4)[nH]c3[nH]2)cc1
14	Cc1ccc(N=C2NC(=O)C(CC(=O)NCc3ccccc3)S2)cc1C (stereo not drawn)
9	NS(=O)(=O)c1ccc(CCN=C(NS(=O)(=O)c2cccs2)c2ccccc2)cc1
11	C=CCn1c(CNC(=O)c2ccccc2F)nnc1SCC(=O)NC(C)c1ccccc1 (stereo not drawn)

Compound	16	12	14	9	11
TRPN1 ag	-0.3	1.2	-0.2	-0.1	-0.9
TRPML3 agonist	0.1	0.1	0.4	0.7	0.5
NPY-Y1 antag	-7	7	1	1	-4
S1P4 antag	7	8	-2	7	3
NPY-Y2 PAM-ag	3	-3	-24	-8	2
NPY-Y1 PAM-ag	12	3	5	12	1
CHOP inhibitor	-3	1	38	10	38
S1P4 agonist	0.9	0.0	-0.5	0.8	-0.1
EP2 mod	-46	-24	-13	-5	16

(next part)
17	CC(C)NC(=O)c1sc2c(c1C(=O)Nc1cccnc1)CCCC2
18	CCCC(c1c(C)n(C)n(-c2ccccc2)c1=O)c1c(C)n(C)n(-c2ccccc2)c1=O
19	COc1ccc(S(=O)(=O)N2Cc3ccccc3CC2C(=O)Nc2ccc3c(c2)OCO3)cc1 (stereo not drawn)
20	CC(C)Oc1ccc(C2CC(=O)NC3=C2C(=O)CCC3)cc1 (stereo not drawn)
21	Cc1ccc(NC(=O)c2ccc(S(=O)(=O)C(F)F)cc2)c(C)c1
22	O=C(CCCNc1ccccc1)N/N=C/c1cccs1
23	CCOc1ccc(-n2c(SCC(=O)NCc3ccco3)nc3c([nH]c4ccccc43)c2=O)cc1
24	CCN1C(=O)/C(=C/c2cnn(CC)c2C)SC1=S

Compound	17	18	19	20	21	22	23	24
TRPN1 ag	-0.8	-0.3	-1.2	2.4	1.9	1.2	-2.4	-0.8
TRPML3 agonist	-0.3	0.4	-0.2	1.6	0.4	0.7	-0.7	1.5
NPY-Y1 antag	.	9	0	2	9	-2	2	-5
S1P4 antag	-16	-21	2	-10	-6	-8	-3	-15
NPY-Y2 PAM-ag	-2	16	-19	-4	-34	3	6	11
NPY-Y1 PAM-ag	22	15	-14	5	-4	20	-22	19
CHOP inhibitor	3	25	-40	18	-1	-7	.	24
S1P4 agonist	0.6	0.2	0.4	-0.2	0.2	-1.8	-1.7	-0.1
EP2 mod	1	-1	-17	-9	-7	-33	.	-21

25	CN(C)C(=O)N1CCC(C(=O)NCC2CCCO2)CC1 (stereo not drawn)
26	COc1ccc(OCC(O)CNC(=O)Nc2cc(C)cc(C)c2)cc1 (stereo not drawn)
27	CC(=O)c1ccc2c3c(cccc13)C(=O)N(c1c(C)nn(C)c1C)C2=O
28	CCOC(=O)C1=C(C)C2C3C(=O)N(c4ccc(C)cc4C)C(=O)C3C1(C)C1C(=O)N(c3ccc(C)cc3C)C(=O)C21 (stereo not drawn)
29	COc1ccc(N2C(=O)CCC(C(=O)NCCN3CCOCC3)C2c2ccc(OC)c(OC)c2)cc1 (stereo not drawn)
30	Cn1ncc2c(N3CCN(c4ccccc4F)CC3)ncnc21
31	Cc1ccc(NC(=O)OCC(F)(F)C(F)F)cc1NC(=O)OCC(F)(F)C(F)F
32	O=C(c1ccccc1F)N(Cc1ccc(F)cc1)C1CCS(=O)(=O)C1 (stereo not drawn)

Compound	25	26	27	28	29	30	31	32
TRPN1 ag	0.0	0.3	-0.4	-0.2	-1.4	0.2	-0.5	-0.4
TRPML3 agonist	0.8	-0.2	1.1	0.5	0.5	0.8	-0.7	0.3
NPY-Y1 antag	-8	.	-5	-5	2	-1	-6	4
S1P4 antag	-11	-14	1	-11	-2	-14	-2	-7
NPY-Y2 PAM-ag	15	26	-10	7	15	3	-3	7
NPY-Y1 PAM-ag	15	21	1	-18	2	-13	-22	-2
CHOP inhibitor	6	18	-7	52	48	-3	38	30
S1P4 agonist	3.2	-1.1	-1.5	-0.2	-1.6	-0.5	0.7	0.5
EP2 mod	5	-47	21	10	13	13	-33	11

33	CCCC(NS(=O)(=O)c1ccc(Br)cc1)C(=O)O (stereo not drawn)
34	Cc1cccc(NC(=O)CN2CCC(NC(=O)C3CCCCC3)CC2)c1C
35	CCOCCCNC(=O)C(c1ccccc1)N(Cc1cccs1)C(=O)c1ccccc1O (stereo not drawn)
36	Cc1ccc([N+](=O)[O-])cc1S(=O)(=O)N1CCC(C)CC1
37	CCN(CC)C(=O)c1ccc2nc3ccccc3nc2c1
38	COc1ccc(-c2ccc(-c3nnc(-c4ccncc4)o3)cc2)cc1
39	CC(C)(C)c1ccc(OCCN2CCCC2)cc1
40	O=C(CCNS(=O)(=O)c1cccc2nonc12)NC1CCCCC1

Compound	33	34	35	36	37	38	39	40
TRPN1 ag	0.8	-0.1	0.1	-1.5	0.1	0.2	0.7	-0.3
TRPML3 agonist	0.3	0.7	0.1	-0.4	0.4	0.1	0.4	0.4
NPY-Y1 antag	2	2	9	10	1	-1	9	0
S1P4 antag	-2	-23	-17	12	-9	-12	-14	-4
NPY-Y2 PAM-ag	-11	12	10	-4	-2	7	-7	12
NPY-Y1 PAM-ag	-8	-10	6	15	3	1	-24	12
CHOP inhibitor	.	-6	11	37	-22	-25	11	13
S1P4 agonist	2.5	1.4	-0.2	-0.4	0.9	1.1	-0.1	0.4
EP2 mod	.	6	22	27	6	11&-30	27	19

41	Cc1c(CCC(=O)O)c(=O)oc2cc3occ(C(C)(C)C)c3cc12
42	Cc1cc(C)n(C(=O)c2ccc(C)c(S(=O)(=O)N3CCOCC3)c2)n1
43	O=C(NC1CCSC1=O)c1cccc(C(=O)NC2CCSC2=O)c1 (stereo not drawn)
44	CSc1nnc(C)c(/C=C/NOCc2ccc(Cl)cc2)n1

Compound	41	42	43	44
TRPN1 ag	0.3	0.4	0.3	0.7
TRPML3 agonist	-0.5	0.8	0.2	1.0
NPY-Y1 antag	.	6	-6	-1
S1P4 antag	-5	-20	-4	8
NPY-Y2 PAM-ag	-17	9	10	1
NPY-Y1 PAM-ag	-3	4	3	-1
CHOP inhibitor	0	21	25	50
S1P4 agonist	2.6	0.1	-0.9	0.1
EP2 mod	-40	10	-4	47

Compound activity deposited in PubChem by several laboratories.
